# Assay outcomes from PubChem BioAssay.
# 3T3 cytotox: cytotoxic compounds in NIH 3T3 cells | NIH 3T3 viability, CellTiter-Glo ATP luminescence, 48-72 h | Potency, µM (doses to about 96.7 µM), for inactives: at the top dose activity change, negative = cytotoxicity, actives largely listed as inhibitors | AID 1345082 | 4.3% of 94,000 active; further: potency means the concentration at half of the fitted maximal effect; nearly all actives have a fitted effect of over 55% in size
#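 Luminescent ATP readout (CellTiter-Glo, 10 min RT) after 48 or 72 hr compound exposure of NIH 3T3 cells seeded at 400 cells/well in 1536-well format; quantitative HTS.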
# SNCA viab count: reduces viability of HEK-293 SNCA reporter cells. HEK-293-SNCA-luc viability, GF-AFC fluorescence, 24 h. Potency, µM (highest dose often 57.1 µM), without a hit: at the top dose activity change, negative = cytotoxicity, actives largely listed as cytotoxic. 0.12% of 150,000 active. AID 1671193;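 further: potency means the concentration at half of the fitted maximal effect; 0% = DMSO-treated cells and -100% = medium-only wells without cells; nearly all actives have a fitted effect of over 30% in size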
#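 HEK-293-SNCA-luc cells (1500/well) plated 24 h, then exposed 24 h to a dilution series; GF-AFC added 30 min at 37C, fluorescence 405/540 nm; normalised to medium-only and DMSO wells, Hill fit.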
# FLuc inh: inhibitors of firefly (Photinus pyralis) luciferase. P08659. purified P. pyralis luciferase, luminescence, biochemical. Potency, µM (doses to about 115 µM), for the others: top-dose activity change, negative = inhibition, most hits filed as inhibitors. 2.5% of 76,000 active; further: potency means the concentration at half of the fitted maximal effect; nearly all actives have a fitted effect of over 65% in size
# Target sequence (P08659 whole entry, looked up): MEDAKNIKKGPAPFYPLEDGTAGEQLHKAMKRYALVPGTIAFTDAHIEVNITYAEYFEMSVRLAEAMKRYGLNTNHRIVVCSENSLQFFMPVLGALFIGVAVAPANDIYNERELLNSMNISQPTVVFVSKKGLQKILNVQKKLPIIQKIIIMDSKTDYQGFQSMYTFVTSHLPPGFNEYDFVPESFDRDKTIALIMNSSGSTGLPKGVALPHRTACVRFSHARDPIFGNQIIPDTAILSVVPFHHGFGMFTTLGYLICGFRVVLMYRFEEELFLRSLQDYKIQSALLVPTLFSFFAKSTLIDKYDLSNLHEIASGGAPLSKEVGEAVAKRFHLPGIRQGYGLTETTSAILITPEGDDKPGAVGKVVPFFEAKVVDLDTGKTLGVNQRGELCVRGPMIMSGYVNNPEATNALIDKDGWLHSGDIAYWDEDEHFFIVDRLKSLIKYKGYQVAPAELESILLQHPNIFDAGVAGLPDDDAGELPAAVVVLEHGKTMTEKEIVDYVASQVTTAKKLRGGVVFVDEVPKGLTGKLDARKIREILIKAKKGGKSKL
#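 Luminescence read by CCD imager after adding enzyme (10nM final) to wells holding compound, titrated in qHTS. Substrates 10uM each D-luciferin and ATP; buffer 50mM Tris acetate pH 7.5, 10mM Mg acetate, Tween-20, BSA.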
# GPT2 inhibitor: inhibitors of human GPT2 alanine aminotransferase. Recombinant GPT2, coupled pyruvate oxidase/HRP Amplex Red fluorescence. Potency, µM (highest dose often 57.7 µM), for inactives: at the highest dose activity change, negative = inhibition, actives largely listed as inhibitors. 0.25% of 100,000 active; further: potency means the concentration at half of the fitted maximal effect; nearly all actives have a fitted effect of over 60% in size; many of its hits are not listed in these tables
#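 Fluorescence of coupled pyruvate oxidase/HRP/Amplex Red system (50uM Amplex, 30 min, dark) reports pyruvate formed by GPT2. Enzyme reaction: 10ng/uL GPT2, 2mM L-alanine, 250uM a-KG, 30 min room temperature, pH 7.5; 50uM AOA control.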
# HEK293 tox: HEK 293 cell cytotoxicity; HEK 293 viability, ATP luminescence (CellTiter-Glo), 48-72 h; Potency, µM (top dose mostly 115 µM), without a hit: at the highest dose activity change, negative = cytotoxicity, hits mostly inhibitors; 6.6% of 94,000 active; AID 1345083; further: potency means the concentration at half of the fitted maximal effect; nearly all actives have a fitted effect of over 60% in size
#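 Viability of HEK 293 cells, plated at 250 cells/well, was judged by cellular ATP after compound treatment for 48 or 72 hr. Luminescence was imaged 10 min after CellTiter-Glo addition at room temperature.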
# IP6K1 inhibitor: IP6K1 kinase inhibition; IP6K1 kinase, ADP-Glo luminescence, 2 h; hits give low values; activity change, % (series mostly up to about 58 µM); 0.81% of 140,000 active; in the data active means activity change below about -25%
# Target sequence (Q92551 whole entry, looked up): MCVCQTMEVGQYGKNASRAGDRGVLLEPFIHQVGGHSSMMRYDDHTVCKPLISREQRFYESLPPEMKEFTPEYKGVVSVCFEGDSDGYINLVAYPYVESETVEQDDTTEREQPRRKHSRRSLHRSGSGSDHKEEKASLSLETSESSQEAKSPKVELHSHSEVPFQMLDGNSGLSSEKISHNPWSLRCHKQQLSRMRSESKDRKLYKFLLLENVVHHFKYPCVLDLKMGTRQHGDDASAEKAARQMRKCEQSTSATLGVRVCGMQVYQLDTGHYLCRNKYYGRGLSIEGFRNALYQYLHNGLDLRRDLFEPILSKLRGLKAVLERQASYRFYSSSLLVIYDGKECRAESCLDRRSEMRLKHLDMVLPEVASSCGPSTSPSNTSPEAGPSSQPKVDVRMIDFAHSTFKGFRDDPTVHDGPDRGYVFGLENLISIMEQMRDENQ
#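 ADP-Glo luminescence measures ADP made by human IP6K1 during a 2 h RT reaction with ATP/IP6 (mix at 1.3 mM/130 uM); top library doses 57.5 and 19.1 uM final.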
# SNCA expr inh: reduces expression of the alpha-synuclein gene. HEK-293 SNCA-luciferase knock-in, luminescence, 24 h. Potency, µM (highest dose often 57.2 µM), inactives show at the top dose activity change, negative = inhibition, usual class: inhibitors. 0.17% of 140,000 active. AID 1671194;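 further: potency means the concentration at half of the fitted maximal effect; plate controls were DMSO cells for no effect and cell-free wells for full effect; nearly all actives have a fitted effect of over 45% in size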
# * = called active by the depositor; i = inactive; ? = inconclusive; . = not tested or not shown; [ ] = another dose, or the depositor's remark. Unless noted, the call rests on the fitted dose curve; in most records, active means well fitted curve in the direction sought with a large enough effect; inconclusive means small, poorly fitted or top-dose-only effect, or another doubt; inactive means no such curve, though single readings can be large; an effect the other way counts as inactive or inconclusive. Unless noted, on the % scale 0 is the no-effect control and ±100 the full control effect.
SMILES,3T3 cytotox,SNCA viab count,FLuc inh,GPT2 inhibitor,HEK293 tox,IP6K1 inhibitor,SNCA expr inh
CCc1cccc(NC(=O)c2nc(-c3ccncc3)no2)c1,.,16%,.,.,.,-1,3%
Cn1ncc(N2CCC(CNC(=O)c3ccc(F)cc3Cl)C2)cc1=O (centres undefined),-6%,-1%,8%,i,5%,-6,-17%
CC(=O)c1ccc(NC(=O)Cn2c3ncccc3c(=O)n2-c2ccc(C)cc2)cc1,.,-15%,.,.,.,-12,0%
O=C1CCN(C(=O)[C@@H]2CCCN2C(=O)Nc2ccc3c(c2)OCCO3)CCCCCCN1,-11%,-18%,-11%,i,i,0,0%
CCn1nccc1C(=O)N1CC(c2nc(CCOCC3CC3)no2)C1,?,-2%,-10%,i,-19%,-2,1%
Cc1cc(C)cc(NC(=O)CSc2oc(-c3ccco3)nc2S(=O)(=O)c2ccc(Cl)cc2)c1,.,-24%,.,.,.,-6,-30%
CC(=O)OC1CC2C3(C)CCC(OC(=O)CC(=O)O)C(C)(C)C3CCC2(C)C2(C)CCC(C3(C)CCC(=O)O3)C12 (centres undefined),.,-18%[23.9 µM],.,i,.,-7,.
O=C1NCCCCCCN(C(=O)Nc2ccc3c(c2)OCCO3)[C@H]2CCCC[C@@H]12,-12%,?,4.5µM*,i,0%,-9,30%[activator]
CN(C)C(=O)c1cccnc1OC1CCN(C(=O)c2ccc(F)c(F)c2)C1 (centres undefined),-1%,2%,-18%,i,-5%,2,43%[activator]
CN1C(=O)c2cccn2CC1C(=O)N1CC=C(c2ccccc2)CC1 (centres undefined),?,16%,0%,i,-9%,-9,37%[activator]

# Of the compounds above, 2 have a Cl atom:
SMILES,3T3 cytotox,SNCA viab count,FLuc inh,GPT2 inhibitor,HEK293 tox,IP6K1 inhibitor,SNCA expr inh
Cn1ncc(N2CCC(CNC(=O)c3ccc(F)cc3Cl)C2)cc1=O (centres undefined),-6%,-1%,8%,i,5%,-6,-17%
Cc1cc(C)cc(NC(=O)CSc2oc(-c3ccco3)nc2S(=O)(=O)c2ccc(Cl)cc2)c1,.,-24%,.,.,.,-6,-30%

# Other results:
SMILES,3T3 cytotox,SNCA viab count,FLuc inh,GPT2 inhibitor,HEK293 tox,IP6K1 inhibitor,SNCA expr inh
Cc1cc(C)cc(NS(=O)(=O)c2ccc3[nH]cc(C(=O)N4CCCCC4)c(=O)c3c2)c1,.,-6%,.,.,.,-1,-1%
CCN(CCn1cccn1)C(=O)c1ccc2nc(-c3ccc(F)cc3)cn2c1,1%,0%,1%,?,?,1,1%
CCN(CC)S(=O)(=O)c1ccc2c(c1)c(=O)c(C(=O)N1CCN(c3ccccc3OC)CC1)cn2C,.,12%,.,.,.,-4,?
Cc1ccc(C(=O)Nc2ccc3c(N4CCOCC4)ncnc3c2)cc1F,11µM*,-18%,?,1%,?,13,1%
Cc1ccc(NC(=O)c2oc3ccccc3c2NC(=O)C2CCCCC2)cc1,.,6%,.,.,.,24,18%
COCCN(CC1CCCO1)c1nc(CCN)nc2ccccc12 (centres undefined),?,2%,-7%,i,?,-6,2%
Cc1cc(C)c(NC(=O)CSc2ccnc(=O)[nH]2)c(C)c1,.,7%,.,.,.,-12,-8%
COc1cccc(-c2nc(C3CC(=O)N(c4ccc(F)cc4)C3)no2)c1 (centres undefined),?,8%,-2%,i,?,5,-5%
COc1ccc(Nc2ccnc(N3CCC(NC(=O)C4CCCC4)CC3)n2)cc1,?,1%[12.5 µM],.,-2%,50µM*,-4,-19%
COc1ccc(NCc2cc3cc4c(cc3n(CC(=O)Nc3cc(C)ccc3C)c2=O)OCCO4)cc1,.,1%,.,.,.,7,-4%

# Part of the list above in a different format.
CCN(CCn1cccn1)C(=O)c1ccc2nc(-c3ccc(F)cc3)cn2c1
  3T3 cytotox: 1%; SNCA viab count: 0%; FLuc inh: 1%; GPT2 inhibitor: ?; HEK293 tox: ?; IP6K1 inhibitor: 1; SNCA expr inh: 1%
Cc1cc(C)cc(NS(=O)(=O)c2ccc3[nH]cc(C(=O)N4CCCCC4)c(=O)c3c2)c1
  3T3 cytotox: .; SNCA viab count: -6%; FLuc inh: .; GPT2 inhibitor: .; HEK293 tox: .; IP6K1 inhibitor: -1; SNCA expr inh: -1%
COc1ccc(Nc2ccnc(N3CCC(NC(=O)C4CCCC4)CC3)n2)cc1
  3T3 cytotox: ?; SNCA viab count: 1%[12.5 µM]; FLuc inh: .; GPT2 inhibitor: -2%; HEK293 tox: 50µM*; IP6K1 inhibitor: -4; SNCA expr inh: -19%

# Next entries follow:
SMILES,3T3 cytotox,SNCA viab count,FLuc inh,GPT2 inhibitor,HEK293 tox,IP6K1 inhibitor,SNCA expr inh
COc1ccc(OC)c(-c2cc(-c3ccccc3)nc3c(C)noc23)c1,?,4%[87.6 µM],-3%[172 µM],-19%[88.5 µM],?,12,-15%[87.6 µM]
CCOC(=O)c1cc(-c2ccc(C)cc2)n(CC(=O)NC2CCCCCC2)c1C,.,-1%,.,.,.,12,-16%
O=C(NCC1CC1)c1nc2c(o1)CCN(Cc1ccc(F)cc1F)CC2,?,0%[87.6 µM],-4%[172 µM],-1%[88.5 µM],?,8,-24%[87.6 µM]
Cc1cc(C)n2nc(CNS(=O)(=O)c3ccc(F)cc3)nc2n1,.,19%,.,.,.,12,62%[activator]
CC1(CNCc2ccccc2)COc2ccc(C(=O)NCc3ccncc3)cc2N1 (centres undefined),-6%[138 µM],-16%[87.6 µM],8%[172 µM],1%[88.5 µM],?,-11,-4%[87.6 µM]
COc1ccc(NC(=O)CCNS(=O)(=O)c2ccc3c(c2)CCCC(=O)N3)cc1Cl,.,9%,.,.,.,-5,?
COc1cccc(CNC(=O)c2sc3nc[nH]c(=O)c3c2C)c1,.,-2%,.,.,.,-1,-15%
O=C(Cn1c2c(c(=O)n1Cc1ccccc1)CCN(Cc1ccccc1)C2)Nc1ccncn1,?,1%,-5%,-8%,-1%,4,-11%
Cc1cccc(-c2nc3scc(CCNS(=O)(=O)c4ccc(F)cc4C)n3n2)c1,.,?,.,.,.,7,-20%
COc1ccc(C(=O)N2CCCCCCNC(=O)[C@@H]3C[C@@H](c4nc(-c5cccnc5)no4)C[C@@H]32)cn1,-32%,-6%,-14%,2%,-31%,13,35%[activator]
CC(C)N1[N]C(=C2C=c3cc(O)ccc3=N2)c2c(N)ncnc21,.,?,.,0.61µM*,.,.,-26%
Cc1ccc(NC(=O)CN2C(=O)CC(c3ccc(C)c(C)c3)=Nc3ccccc32)cc1,.,0%,.,.,.,0,74%[activator]
COc1ccc2c3c1O[C@H]1C[C@@H](O)C=C[C@@]31CCN(C)C2,.,-10%,.,2%,.,6,.
COc1cc(OC)c(Nc2ncnc3onc(-c4cccc(Cl)c4)c23)cc1Cl,.,5%,.,.,.,-15,-19%
Cc1cc2ncc(C(=O)NCCc3ccccc3F)cn2n1,-17%[138 µM],-5%[87.6 µM],.,i,-5%[172 µM],2,91%[activator][87.6 µM]
CS(=O)(=O)c1ncc(Cl)c(C(=O)Nc2c(C(=O)c3ccc(Cl)cc3)oc3ccccc23)n1,.,11%,.,.,.,-9,25%
Cc1c(F)cccc1NC(=O)C1CN(S(=O)(=O)C2CC2)CC12CCCCC2 (centres undefined),?,0%,-4%,0%,?,0,-18%
Cc1cc2cc(-c3c(C)noc3C)nc(-c3ccsc3)c2o1,?,1%[87.6 µM],2%[172 µM],i,?,-4,4%[87.6 µM]
CCC(=O)N(C1CCOCC1)C1CCN(Cc2cccc(Cl)c2)CC1,-14%,3%,-5%,0%,-22%,-4,6%
Cc1ccncc1NC(=O)CC1=C2CCCCC2N(C)C1=O (centres undefined),1%,-8%,-2%,i,-25%,12,-24%
CCCCN(C)c1ncnc2c1cnn2-c1cccc(Cl)c1,.,4%,.,.,.,-9,?
O=c1c(S(=O)(=O)c2ccccc2)cn(Cc2cccc(F)c2)c2cc(N3CCOCC3)c(F)cc12,.,-13%,.,.,.,21,-16%
CC(C)(C)C(=O)Nc1ccc(Cl)c(-c2nc3ccccc3[nH]2)c1,.,2%,.,.,.,6,5%
Cn1ncc2c(C(=O)NCc3ccc(F)cc3)cc(-c3ccc(Cl)nc3)nc21,?,-17%,.,2%,40µM*,-1,10%
CCCNC(=O)N1CCC(N2CC(OCCOC)C23CCCCC3)CC1 (centres undefined),-1%,5%,8%,i,-3%,14,16%
O=C(CCc1nc(-c2cccnc2)no1)NCc1cc2n(n1)CCCNC2,i,-3%,4%,1%,i,-18,12%
COc1ccc(-c2cnc3n[nH]c(-c4ccc5c(c4)OCO5)c3n2)cc1,?,11%[87.6 µM],-3%[172 µM],-9%[88.5 µM],?,5,-27%[87.6 µM]
CCCNC(=O)NC[C@H]1O[C@@H]2C[C@@H](CC(=O)N3CCC(F)(F)C3)O[C@@H]2[C@@H]1O,3%[174 µM],0%[87.6 µM],-1%[172 µM],i,i,-5,10%[87.6 µM]
Cn1ccc(NC(=O)C2(C)CCc3cnc(Nc4ccccc4)nc32)n1 (centres undefined),?,-18%[87.6 µM],-21%[172 µM],i,100µM*,-9,-15%[87.6 µM]
CNC(=O)c1cc(C2CC2)nc2c1c(C1CCCN1[S+](C)(=O)[O-])nn2C (centres undefined),-22%,.,.,.,0%,-3,.
CN(C)CC1(O)CCC2(CCN(C(=O)CCc3nc(-c4ccccc4)no3)CC2)CC1,-16%,-6%,-1%,i,?,-2,-2%
Cc1cccc([C@H]2C[C@@H](O)[C@@H](O)[C@@H]2NC(=O)c2ccccc2)c1,-11%[174 µM],8%[87.6 µM],0%[172 µM],-5%[88.5 µM],4%[172 µM],18,8%[87.6 µM]

# Not a retest: an excerpt of the list.
SMILES,3T3 cytotox,SNCA viab count,FLuc inh,GPT2 inhibitor,HEK293 tox,IP6K1 inhibitor,SNCA expr inh
CCc1cccc(NC(=O)c2nc(-c3ccncc3)no2)c1,.,16%,.,.,.,-1,3%
Cn1ncc(N2CCC(CNC(=O)c3ccc(F)cc3Cl)C2)cc1=O (centres undefined),-6%,-1%,8%,i,5%,-6,-17%
CC(=O)c1ccc(NC(=O)Cn2c3ncccc3c(=O)n2-c2ccc(C)cc2)cc1,.,-15%,.,.,.,-12,0%
O=C1CCN(C(=O)[C@@H]2CCCN2C(=O)Nc2ccc3c(c2)OCCO3)CCCCCCN1,-11%,-18%,-11%,i,i,0,0%
